Bioassay records: PubChem BioAssay, several laboratories
PHOSPHO1 block – blocks human PHOSPHO1 phosphatase activity; Q8TCT1; recombinant PHOSPHO1, absorbance phosphatase assay; inhibition, % at 13.3 µM; 1.1% of 290,000 active; in the data active = inhibition above about 60%
IDE inh – inhibits human insulin-degrading enzyme in HEK cells. P14735. FAbetaB cleavage, fluorescence polarization. inhibition, % at 5.59 µM. 0.41% of 320,000 active. AID 434962;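 active = percent inhibition above the average of all tested compounds plus 3 SD, set per screening campaign, cut at about 16% in these data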;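 also: IDE supplied by intact live HEK cells; FP after avidin binding of uncleaved biotin substrate so inhibition keeps polarization high; 0% = DMSO wells and 100% = 60 µM reference IDE inhibitor Ii1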
GPR7 antagonist – blocks human GPR7 receptor signaling | P48145 | GPR7-expressing cells, fluorescence antagonist assay | inhibition, % at 4.4 µM | 1.1% of 290,000 active | AID 1861; in the data active = inhibition above about 16%, passing the limit was not always enough;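 also: cells stimulated with the agonist NPW; 0% = agonist with vehicle and 100% = vehicle without agonist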
NALP1 inh – inhibitors of NALP1 inflammasome in yeast | S. cerevisiae NALP1/ASC/caspase-1 growth, X-gal OD620, 72 h | inhibition, % at 10 µM | 0.61% of 280,000 active | AID 2071; in the data active = inhibition mostly above about 24%, no sharp cut-off; inactive = mostly below about 32%; also: some compounds called inactive have numbers as strong as hits
pCIP destab – p/CIP protein destabilization | decrease of EGFP signal, % at 10 µM | AID 1984 | F442A p/CIP-EGFP cells, EGFP fluorescence, 16 h | Q05BA5 | 0.01% of 290,000 active;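 active = EGFP signal decrease of at least 30% at 10 µM or well 3 SD below plate mean, unless failing retest; inactive = the rest, including hits failing retest or dose response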; also: some compounds called inactive have numbers as strong as hits; many of its hits are not listed in these tables
IMP-1 inhibitor – inhibitors of Pseudomonas aeruginosa IMP-1 metallo-beta-lactamase; purified IMP-1, nitrocefin hydrolysis, epi-absorbance fluorescence; 0.45% of 290,000 active; inhibition, % at 5.6 µM;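 active = inhibition above the mean plus 3 SD of all compounds in the same screening run, cut at about 4.5% in these data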;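 also: 0% = IMP-1 with DMSO and 100% = DMSO wells lacking enzyme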
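system = purified recombinant IMP-1 beta-lactamase | amount = 0.2 nM IMP-1, as dispensed | medium = HEPES buffer pH 7.1 with ZnSO4 and Brij 35 | times = 25 °C, 15 min preincubation, 25 min reaction | detection = plate fluorescence quenching by hydrolysis product, ex 480/em 530 nm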
IDE cell activ – activators of human insulin-degrading enzyme in cells; HEK cells, FAbeta-B cleavage, fluorescence polarization; 0% vehicle, 100% cell-free pure enzyme wells; activation, % at 5.96 µM; P14735; 0.073% of 340,000 active; AID 493087;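 active = activation above the mean of all tested compounds plus 3 SD, set per screening campaign, cut at about 17% in these data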
M18AAP inhibitor – PfM18AAP enzyme inhibition; inhibition, % at 7.35 µM; 1.2% of 290,000 active; recombinant PfM18AAP, H-Glu-NHMec fluorogenic cleavage;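 active = inhibition above the campaign mean inhibition over all tested compounds plus 3 SD, cut at about 28% in these data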;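 also: 0% = plate median of test compound wells and 100% = 2 mM ZnCl2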
VIM-2 inhibitor – inhibitors of Pseudomonas aeruginosa VIM-2 metallo-beta-lactamase. purified VIM-2, nitrocefin hydrolysis, epi-absorbance fluorescence. inhibition, % at 5.6 µM. 0.89% of 290,000 active;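 active = inhibition above the mean of all tested compounds plus 3 SD, cutoff set per screening run, cut at about 7.5% in these data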;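 also: red hydrolysis product quenches plate fluorescence so inhibitors raise well fluorescence; 0% = enzyme with DMSO and 100% = DMSO without enzyme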
* hit, by the source's call; . = no result given; & = joins results of further samples.

Each structure is followed by: PHOSPHO1 block	IDE inh	GPR7 antagonist	NALP1 inh	pCIP destab	IMP-1 inhibitor	IDE cell activ	M18AAP inhibitor	VIM-2 inhibitor
> O=C(O)CNC(=S)N(Cc1ccccc1Cl)C1CCCC1
    -10	5	-9	19	13	-0.9	5	1	-0.7
> CCOC(=O)N1CCN(C(=O)c2c[nH]c3ccc(S(=O)(=O)N(C)c4ccc(OCC)cc4)cc3c2=O)CC1
    21	1	-7	-6	-2	-3.9	-2	3	-2.1
> COc1cc(S(=O)(=O)Nc2ncn[nH]2)ccc1Cl
    30	-11	-6	4	7	0.2	4	51*	0.8
> CC(=O)c1ccc(NC(=O)/C(=C\c2ccccc2)NC(=O)/C=C/c2ccccc2)cc1
    42	-4	-8	1	-10	0.1	2	-3	-6.3
> Cn1c(-c2ccccc2)cnc1SCC(=O)NCc1ccco1
    -22	0	-6	9	-6	-1.2	2	6	-0.6
> O=C(c1cccs1)N1CCN(C23CC4CC(CC(C4)C2)C3)CC1
    20	0	-8	15	-25	-2.5	4	-16	-0.7
> COc1ccc(NC(=O)C(c2ccccc2)N(C)C(=O)CNC(C)=O)cc1 (centres undefined)
    2	0	4	10	7	-0.3	5	-2	-0.4
> CCCCNC(=O)C1c2cc(OC)c(OC)cc2C(=O)N(C)C1c1cccs1 (centres undefined)
    0	0	12	-10	5	0.0	3	-13	1.3
> O=C(CSc1ccc2ccccc2n1)NCc1ccc2c(c1)OCO2
    24	-4	-21	-9	0	-2.2	-2	-12	1.9
> O=C(CN1CCc2ccccc2C1)Nc1cccc(S(=O)(=O)N2CCCC2)c1
    13	1	-10	-15	4	-2.2	-1	3	-1.0
> CCN(CC)c1nc(Nc2ccccc2)nc(Oc2ccc(C(=O)OC)cc2)n1
    -1	0	3	12	2	-0.6	0	0	-3.3
> Cc1ccc(S(=O)(=O)Oc2ccc(/C=N/NC(=O)c3cccnc3)cc2)cc1
    6	3	4	7	-8	-0.5	-5	4	-3.2
> Cc1ccc(CC(=O)NC(C)CCc2ccccc2)cc1 (centres undefined)
    42	3	4	1	-6	-1.8	3	3	-2.2
> COc1cccc(-c2nnc(SCC(=O)N3CCCc4ccccc43)o2)c1
    28	8	9	12	1	-0.5	3	0	-2.8
> CCN(CC)S(=O)(=O)c1cc(C(=O)OCC(=O)Nc2c(F)cccc2F)ccc1F
    5	9	4	18	4	-1.2	-3	0	-1.0
> CN1CCc2c(sc(N)c2C(=O)O)C1
    -48	3	-12	-7	-2	-2.7	-1	4	-2.8
> O=C1c2ccccc2C(=O)c2c1cccc2N1CCCC1
    -29	3	0	22	-8	0.7	6	5	4.3
> O=C(N/N=C/c1c(O)ccc2ccccc12)c1ccc(CO)nc1
    19	27*	7	2	-8	-2.9	-27	15	-0.7
> COc1cc(C(=O)NC2CCN(CC(=O)NC3CCCCC3C)CC2)cc(OC)c1OC (centres undefined)
    22	4	4	16	0	-2.3	3	-1	-1.4
> CN(C)c1ccc(NC(=O)CSc2nc3ccccc3c(=O)n2C2CCCCC2)cc1
    21	5	-5	18	-2	0.3	-1	1	-0.9
> CC12CCC(C(=O)Nc3cccc(Cl)c3Cl)([C@H](Br)C1=O)C2(C)C (some centres undefined)
    28	7	-15	8	6	-2.5	2	2	-2.1
> O=C(Nc1cccnc1)c1ccccc1Cl
    19	5	-6	6	8	-1.8	8	4	-0.7
> Nc1nncn1C(=O)c1ccc(Cl)cc1Cl
    46	-5	-7	-21	4	-3.2	3	37*	-2.9
> O=C(NCCC1=CCCCC1)C1CCN(Cc2cnn(-c3ccccc3)c2-n2cccc2)CC1
    21	2	-5	-13	-3	-5.4	3	10	-3.4
> Cc1ccc(N=C2NC(=O)/C(=C/C=C/c3ccco3)S2)cc1
    0	-2	2	30	-22	4.1	3	25	-0.6
> COc1ccc(C)cc1NC(=O)c1sc2ncn(CC(=O)N3CCCCC3)c(=O)c2c1C
    10	4	4	14	-9	-5.0	-3	-4	-7.3
> O=C(Oc1ccccc1N1CCOCC1)c1sccc1Br
    51	3	5	0	7	-1.8	2	21	0.9
> CS(=O)(=O)N(CCc1ccccc1)CC(=O)N1CCN(c2ccccc2F)CC1
    2	3	-10	13	6	0.0	-3	0	-0.1
> COc1cc(NC(=S)NC(=O)c2ccc(F)cc2)ccc1NC(=O)c1ccco1
    2	-5	-11	24	-13	-1.8	0	-11	-1.4
> Cc1nc(Nc2cccc(F)c2)c2oc3ccccc3c2n1
    6	9	-9	25	-4	-5.0	0	1	-1.3

Results in VIM-2 inhibitor and PHOSPHO1 block, for some of the entries so far:
| SMILES | VIM-2 inhibitor | PHOSPHO1 block |
| --- | --- | --- |
| COc1cc(NC(=S)NC(=O)c2ccc(F)cc2)ccc1NC(=O)c1ccco1 | -1.4 | 2 |
| Cc1nc(Nc2cccc(F)c2)c2oc3ccccc3c2n1 | -1.3 | 6 |

(listing goes on)
Each structure is followed by: PHOSPHO1 block	IDE inh	GPR7 antagonist	NALP1 inh	pCIP destab	IMP-1 inhibitor	IDE cell activ	M18AAP inhibitor	VIM-2 inhibitor
> CN(C)S(=O)(=O)c1cccc(NC(=O)C2Cc3ccccc3CN2C(=O)c2ccco2)c1 (centres undefined)
    19	6	-12	1	-12	-4.8	3	-5	0.0
> CCOCC(O)CS(=O)Cc1ccccc1 (centres undefined)
    -42	-1	8	-5	-7	-1.9	0	3	-0.8
> CCOC(=O)C1=C(C)N(c2ccccc2)C(=O)/C1=C\c1cccs1
    12	6	-7	24	-6	-2.8	4	-7	0.6
> O=S(=O)(NCCCc1ccccc1)c1ccc(Cl)cc1
    -2	8	-4	42	-12	-1.9	5	0	-3.9
> COc1ccc(C2C([N+](=O)[O-])=C(C)N(C)C(=O)N2C)cc1OC (centres undefined)
    53	2	-1	3	-5	-2.9	-2	4	-5.8
> CN(C(=O)c1ccno1)c1nnc(-c2cccnc2)s1
    -12	11	5	9	-9	-3.6	1	5	-4.7
> O=C(CSc1ncn[nH]1)N/N=C/c1ccc(F)cc1
    45	-1	3	4	-12	-1.4	0	21	-0.7
> Cc1ccc(-c2csc(C3=C(O)CN(NC(=O)c4ccco4)C3=N)n2)cc1
    2	-4	-14	-10	-19	-3.7	2	2	-2.7
> CCC(Oc1ccc(F)cc1)C(=O)N1CCCCCCC1 (centres undefined)
    .	-2	-8	10	5	-1.8	2	-1	0.3
> Cc1c(C#N)c(NC(=O)CCl)n(Cc2ccc(F)cc2)c1C
    -4	2	-11	-6	-6	-3.2	-3	5	-1.6
> COc1cc2c(cc1NC(=O)c1cncc(Br)c1)oc1ccccc12
    9	2	-1	-1	-1	-4.2	1	-6	-2.7
> COc1ccc(C(=O)CC(=O)C(=O)NCCc2cccc(C)c2)cc1
    -4	9	1	-15	-8	-1.9	-3	5	-3.3
> CC(C)(C)C1C=C(Sc2ccccc2)C(=O)O1 (centres undefined)
    23	-1	-12	10	8	51*	5	5	8.8*
> CCC(O)(CC)C(=O)N=Nc1c(O)[nH]c2ccccc12
    1	-1	-1	-1	-10	-2.6	2	-8	-2.8
> O=C(NNC(=O)c1sccc1-n1cccc1)c1ccccc1
    -2	4	7	28	-12	-2.5	0	5	-3.1
> Cn1c(C(F)(F)F)nc2c(=O)oc3ccccc3c21
    40	0	-12	17	6	0.3	-1	-5	-3.0
> CCN1C(=O)c2ccccc2S(=O)c2ccc(C(=O)NCc3ccccn3)cc21 (centres undefined)
    -1	-1	0	19	-3	-1.5	-6	-8	-1.5
> C=C(C)Cn1c(C2CC(=O)N(c3ccccc3F)C2)nc2ccccc21 (centres undefined)
    21	-2	0	31	0	-0.9	0	-1	-2.1
> Cc1nc2sc(C(c3ccco3)N3CCN(c4ccccc4F)CC3)c(O)n2n1 (centres undefined)
    94*	6	4	-8	-10	-1.5	-4	-2	-1.1
> S=C(NCc1ccco1)NCc1ccccc1Cl
    13	.	-7	5	4	-2.4	2	10	-3.8
> O=C1c2ccccc2C(O)N1Cc1ccc2c(c1)OCO2 (centres undefined)
    5	5	-11	-25	2	-3.2	7	1	-0.1
> COc1cc(NC(=O)C2CCC(CNc3c(N4CCC(C)CC4)c(=O)c3=O)CC2)cc(OC)c1 (centres undefined)
    -5	1	-8	-2	-3	-2.0	-8&0	-13	-2.0
> CC(C)NC(=O)c1ccccc1NC(=O)CCc1ccccc1
    -7	1	-2	10	-6	-3.8	-4	-2	-2.0
> CCc1ccc(NC(=O)c2cc(CC(C)C)on2)cc1
    -30	3	3	36	-14	0.8	1	-12	-0.3
> O=c1onc(-c2c(F)cccc2F)n1-c1ccccc1Cl
    33	-3	-11	-25	4	3.7	-3	-3	-2.5
> CC(OC(=O)CN1C(=O)C2CC=CCC2C1=O)C(=O)Nc1ccc(F)cc1Cl (centres undefined)
    37	2	-4	11	5	-1.4	2	-1	-2.1
> Cn1c(COc2ccc3ccccc3c2)nnc1SCC(=O)OC1CCCCC1
    7	13	-8	12	4	-3.0	-2	0	-3.8
> CC(C)(C)C1CCC2(CC1)NC(CO)(CO)CO2 (centres undefined)
    16	4	-6	-2	9	-2.6	-1	2	-1.9
> COc1cccc(NC(=O)NC2CCN(CC(=O)Nc3ccccc3[N+](=O)[O-])CC2)c1
    27	3	11	24	-20	0.7	5	2	1.2
> COc1ccc(-c2noc(CCC(=O)NCCN3CCN(c4ccccc4F)CC3)n2)cc1
    -4	1	-1	15	7	-5.1	-2	8	0.8
> CSc1nc(C)cc(C)c1S(=O)(=O)c1ccccc1C
    20	-2	-10	-12	-12	-2.1	2	5	-1.8
> COC(=O)c1nn(-c2cccc(C)c2)c2nnc(Cc3ccc(C)cc3)c(=O)n12
    -26	4	-10	11	1	-1.2	-1	-2	-4.0

The order is random, and some 5.3% of all compounds hit somewhere here.
